Screens: PubChem, National Center for Advancing Translational Sciences (NCATS)
AMA1-RON2 inh: disrupts binding of P. falciparum AMA1 to RON2. Potency, µM (top dose mostly 58.2 µM), for the others: at the top dose activity change, negative = inhibition, most hits filed as inhibitors. 360,000 tested, 0.2% active. AlphaScreen AMA1-biotinylated RON2 peptide binding;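 note: potency is the fitted concentration of half-maximal effect; 0% = vehicle wells and -100% = peptide control; nearly all actives have a fitted effect of over 45% in size; some results filed as inactive show a strong effect at the top dose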
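AMA1 (3D7) with his tag at 25 nM final met compounds first, then biotinylated RON2 peptide at 25 nM; detection used donor plus acceptor beads, 10 µg/mL apiece, read by AlphaScreen after 30 min at room temperature.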
Sm TGR block: inhibitors of Schistosoma mansoni thioredoxin glutathione reductase; purified TGR, DTNB reduction, TNB absorbance 405 nm; Potency, µM (highest dose often 114 µM), without a hit: at the highest dose activity change, negative = inhibition, hits mostly inhibitors; 360,000 tested, 3% active; AID 485364; Q962Y6; note: potency is the fitted concentration of half-maximal effect; nearly all actives have a fitted effect of over 60% in size
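TGR 20 nM + NADPH 100 uM (dispensed conc.), cpd preinc 15 min RT; start with NADPH (500 uM addition) then DTNB (15 mM addition). Kinetic TNB absorbance, 405 nm filter. Four-parameter Hill fit across titration.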
AmpC detergent: blocks E. coli AmpC beta-lactamase in detergent assay; AmpC hydrolysis of nitrocefin, absorbance 480 nm, 0.01% Triton; AID 485294; Potency, µM (series often up to 114 µM), without a hit: at the top dose activity change, negative = inhibition, usual class: inhibitors; P00811; 370,000 tested, 0.041% active;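 note: potency is the fitted concentration of half-maximal effect; 0% = no-compound wells and -100% = no-enzyme wells; nearly all actives have a fitted effect of over 25% in size; some results filed as inactive show a strong effect at the top dose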
Target sequence (P00811 whole entry, looked up): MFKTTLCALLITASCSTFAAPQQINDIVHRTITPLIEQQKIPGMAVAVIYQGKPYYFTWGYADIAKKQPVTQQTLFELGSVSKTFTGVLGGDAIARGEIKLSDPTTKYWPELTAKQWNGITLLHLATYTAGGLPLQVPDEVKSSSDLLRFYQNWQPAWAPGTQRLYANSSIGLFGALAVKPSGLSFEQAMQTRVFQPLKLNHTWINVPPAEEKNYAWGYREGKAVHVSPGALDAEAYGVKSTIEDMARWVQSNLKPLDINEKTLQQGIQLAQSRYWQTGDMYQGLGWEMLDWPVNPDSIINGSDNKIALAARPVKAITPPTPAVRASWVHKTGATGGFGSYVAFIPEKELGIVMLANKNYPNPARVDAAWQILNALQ
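20 mM phosphate pH 7.0 + 0.01% (detergent screen) or 0.0001% Triton X-100; 5.3 nM AmpC reagent; cpd preinc 15 min RT; nitrocefin (800 uM stock) to start; A480 q20 s × 4 min; Activity was normalised to no-enzyme and no-compound control wells.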
Giardia FBPA inh: Giardia lamblia aldolase inhibition; A8B2U2; purified Giardia FBPA; Potency, µM (doses to about 59.6 µM), for inactives: at the highest dose activity, negative = inhibition, usual class: inhibitors; 290,000 tested, 0.71% active; note: potency is the fitted concentration of half-maximal effect; nearly all actives have a fitted effect of over 55% in size
Target sequence (A8B2U2 whole entry, looked up): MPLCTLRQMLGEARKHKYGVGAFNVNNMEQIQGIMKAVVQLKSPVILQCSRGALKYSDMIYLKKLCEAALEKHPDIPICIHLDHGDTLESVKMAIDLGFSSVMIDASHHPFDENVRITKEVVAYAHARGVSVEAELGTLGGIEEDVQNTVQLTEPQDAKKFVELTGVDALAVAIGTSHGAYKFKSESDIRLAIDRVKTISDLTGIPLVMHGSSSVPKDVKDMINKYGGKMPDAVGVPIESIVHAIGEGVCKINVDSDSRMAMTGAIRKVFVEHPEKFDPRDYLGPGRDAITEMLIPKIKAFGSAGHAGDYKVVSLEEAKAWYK
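Giardia FBPA (40 nM reagent) was preincubated 10 min at RT with compound (up to 57.5 uM final), then substrate plus GAPDH/TPI/NAD/arsenate coupling system with diaphorase/resazurin was added; resorufin fluorescence (525/598 nm) was read after 20 min.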
HCMV inh: human cytomegalovirus inhibition. HFF cells, HCMV-luciferase reporter, 72 h; hits give low values. activity change, negative = inhibition, % at 57.5 µM. 410,000 tested, 4.5% active; in the data active = activity change below about -60%; inconclusive = no clear call, values can overlap the other calls; inactive = above about -39%
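Compounds were evaluated in HFFs infected with an HCMV luciferase reporter virus (MOI 1 PFU/cell). Luciferase in lysates collected 72 h post infection served as the replication measure.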
HCV inhibitor: blocks hepatitis C virus; Huh7.5.1 HCVcc-Cre infection, luciferase reporter, 44 h; Potency, µM (doses to about 41.8 µM), inactives show at the highest dose activity change, negative = inhibition, most hits filed as inhibitors; 340,000 tested, 3.4% active; AID 651820; note: potency is the fitted concentration of half-maximal effect
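A cell-based infection assay in which seeded cells (1,000 per well) receive test compound after 4 h, are inoculated with HCVcc-Cre at approximately 0.5 moi, and are incubated 44 h before luminescence detection.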
* hit, by the source's call; ? = inconclusive; . = no result given; & = joins results of further samples; [ ] = remark or other dose. Unless noted, calls come from the whole dose curve; as a rule, active = well fitted curve in the direction sought with a large enough effect; inconclusive = small, poorly fitted or top-dose-only effect, or another doubt; inactive = no such curve, though single readings can be large; an effect the other way counts as inactive or inconclusive. Unless noted, % is set by controls: 0 for no effect and ±100 for the full control effect.

| SMILES | HCMV inh | Giardia FBPA inh | Sm TGR block | AMA1-RON2 inh | AmpC detergent | HCV inhibitor |
| --- | --- | --- | --- | --- | --- | --- |
| Cc1ccc(CSc2nc3ccc(NC(=O)COc4ccccc4)cc3s2)cc1 | 8 | . | 3% | . | 0% | . |
| CC1(C)CC(=O)C2=C(C1)Oc1ncn3nc(-c4cccnc4)nc3c1C2c1ccccc1 (configuration not stated) | -21 | 1% | -27% | -1% | -21% | 20% |
| Cc1ccccc1-n1c(N)c(C(=O)Nc2ccc(F)cc2)sc1=S | 0 | -1% | -3% | -16% | -2% | 7% |
| CCc1nn(-c2ccccc2)c2c1-c1cc(OC)c(OC)cc1C1(N2)C(=O)Nc2ccccc21 (configuration not stated) | -11 | -9% | 0% | -22% | -15% | ? |
| O=C(Nc1ccc(N2CCCC(O)C2)cc1)c1snc2c(=O)[nH]cnc12 (configuration not stated) | 3 | 1% | -5% | -2% | ? | 12% |
| COc1ccccc1NC(=O)Cn1c(CN2CCCCC2)nc2ccccc2c1=O | 33 | 2% | -14% | 4% | -14% | -3% |
| COCC(=O)n1nc(-c2ccccc2)nc1NCc1ccccc1 | 3 | -3% | . | -7% | -1% | 11% |
| CC(=O)NCCn1c(SCc2cc(F)ccc2F)nc2ccccc2c1=O | -32 | 1% | -1% | -2% | -12% | ? |
| O=C(OCC(=O)N1CCN(c2ccccc2)CC1)C1=COCCO1 | -15 | 9% | -10% | 7% | -4% | -6% |
| COc1ccccc1CNC(=O)c1ccc(CSc2nc3ccncc3n2Cc2ccccc2C)cc1 | -21 | . | 2% | . | 20% | . |
| COc1ccc2[nH]c(C(=O)O)c(NC(=O)c3cc(OC)c(OC)c(OC)c3)c2c1 | -14 | -4% | -25% | 11% | 1% | 11% |
| CC(C)CC(=O)c1c[nH]c(C(=O)NCc2cccs2)c1 | 22 | 3% | 1% | 25% | 4% | -4% |
| CCOC(=O)c1c(NC(=O)C2C3CCC(O3)C2C(=O)O)sc2c1CCCC2 (configuration not stated) | 14 | 12% | -2% | 18% | 4% | -16% |
| CCOCCCN=Cc1c(O)n(Cc2ccccc2)c(=O)[nH]c1=O | -22 | 1% | -10% | 0% | ? | -4% |
| CCCC(C)NC(=O)c1ccc2[nH]c3c(c2c1)CC(C)CC3 (configuration not stated) | 6 | -22% | -2% | -3% | -8% | ? |
| O=C(Nc1ncnc2c1CCC2)C12CC3CC(CC(C3)C1)C2 | -34 | 5% | 8% | -2% | -14% | 8% |
| COc1ccccc1S(=O)(=O)N1CCn2cccc2C1C (configuration not stated) | 33 | . | ? | -6% | -9% | -7% |
| CCCCNS(=O)(=O)CCNCc1ccccc1OC | -20 | . | . | 21% | . | 6% |
| CCCNC(=O)CC1Sc2ccccc2NC1=O (configuration not stated) | 41 | 0% | 2% | -2% | 2% | -9% |
| CC(=O)c1ccc(NC(=O)CSc2nnc(-c3ccco3)c(-c3ccco3)n2)cc1 | -29 | ? | 2.8µM* | ? | -6% | ? |
| CC(C)c1cc(CNC(=O)C2CCC(=O)N(CCc3ccc(Cl)cc3)C2)on1 (configuration not stated) | 0 | -19% | 4% | -6% | -3% | 0% |
| CCc1nnc(NC(=O)C2CCCN2C(=O)Nc2ccccc2OC)s1 (configuration not stated) | 44 | -1% | -4% | 1% | -4% | 8% |
| Cc1ccc(C2=NOC(C)(c3nnc(-c4ccc(F)cc4)o3)C2)cc1 (configuration not stated) | 10 | -2% | 0% | 17% | -6% | -6% |
| CC(NC(=O)c1cc(=O)[nH]c2ccccc12)c1ccc(F)cc1F (configuration not stated) | 8 | -9% | -7% | 15% | -11% | -7% |
| COc1ccc(N2CCN(S(=O)(=O)c3ccc4c(c3)CCCN4C(C)=O)CC2)cc1 | -3 | . | 5% | . | 2% | . |
| CCOc1ccc(NC(=O)C2CCCN(S(=O)(=O)c3ccc(Br)s3)C2)cc1 (configuration not stated) | -4 | . | -9% | . | -3% | . |
| COc1ccc(C)cc1NC(=O)COCC(=O)O | -2 | 3% | -5% | 3% | 1% | 1% |
| Cc1cc(Nc2nc3ccccc3nc2Cl)n(-c2ccc([N+](=O)[O-])cc2)n1 | 43 | 3% | 2% | 3% | 0% | ? |
| CCN(CC(=O)Nc1c(F)cccc1F)C(=O)c1ccc(OCC(=O)N2CCOCC2)c(OC)c1 | -3 | . | . | 41%[activator] | . | 22% |
| O=C(NC1CCCCC1)c1ccc(CSc2nc3cccnc3n2Cc2ccc(F)cc2)cc1 | -1 | . | -4% | . | 1% | . |
| Cc1ccccc1CSc1cn(CC(=O)N2CCCC2)c2ccccc12 | 39 | . | 26% | . | 5% | . |
| Cc1ncc(CO)c2c1Oc1nc(-c3ccccc3)nc(SCC(=O)Nc3cccc(O)c3)c1C2 | -3 | . | -13% | -2% | 1% | ? |
| CCn1c(=O)c(C(=O)NCCc2ccc(Cl)cc2)c(O)c2ccccc21 | -11 | 0% | 5% | 44%[activator] | 2% | -12% |
| COc1cc(NC(=O)COC(=O)c2ccccc2F)cc(OC)c1 | -10 | 0% | -17% | -6% | -7% | 7% |
| O=C(CSc1nnc(CN2CCOCC2)n1-c1ccccc1)N1CCc2ccccc21 | -14 | 1% | -3% | 6% | 0% | -1%&-1% |
| CCN(CC)S(=O)(=O)c1ccc(N2CC(C(=O)NCCC3=CCCCC3)CC2=O)cc1 (configuration not stated) | -21 | . | -17% | 2% | -9% | ? |
| CC1CCCN(CCCNC(=O)CN2C(=O)COc3ccccc32)C1 (configuration not stated) | 0 | . | -26% | -5% | 1% | 16% |
| Cc1ccc(OCCN(C)C(=O)C2CCC(=O)N(Cc3ccccc3F)C2)cc1 (configuration not stated) | 9 | . | 0% | -6% | -9% | -8% |
| COc1ccccc1-n1c(SCC(=O)Nc2ccc(C)cc2)nc(O)cc1=O | 4&-11 | 6% | 7%&1% | -10% | 8%&9% | -9% |
| Cc1ccccc1OCC(O)CN1CCN(c2ccc(Cl)cc2)CC1 (configuration not stated) | -3 | -2% | 4% | -23% | 1% | ? |

One compound at a time (already shown):
Listed for `Cc1ccccc1OCC(O)CN1CCN(c2ccc(Cl)cc2)CC1` (configuration not stated) → HCMV inh: -3; Giardia FBPA inh: -2%; Sm TGR block: 4%; AMA1-RON2 inh: -23%; AmpC detergent: 1%; HCV inhibitor: ?
Listed for `O=C(CSc1nnc(CN2CCOCC2)n1-c1ccccc1)N1CCc2ccccc21` → HCMV inh: -14; Giardia FBPA inh: 1%; Sm TGR block: -3%; AMA1-RON2 inh: 6%; AmpC detergent: 0%; HCV inhibitor: -1%&-1%

The results go on.
| SMILES | HCMV inh | Giardia FBPA inh | Sm TGR block | AMA1-RON2 inh | AmpC detergent | HCV inhibitor |
| --- | --- | --- | --- | --- | --- | --- |
| COc1ccc(OCC(=O)Nc2cccc(C(=O)OCc3cc(=O)n4nc(C)sc4n3)c2)cc1 | 48 | . | -8% | . | ? | . |
| O=C(CCC(=O)N1CCN(c2ccc(F)cc2)CC1)c1ccc(F)cc1 | 0 | -2% | -1% | -23% | 1% | 5% |
| CCSc1nnc(NC(=O)C2CC(=O)N(Cc3ccccc3)C2)s1 (configuration not stated) | 110 | -12% | 2% | 3% | -1% | 8% |
| Cc1cc(C(=O)OCC(=O)N(CC(C)C)c2c(N)n(Cc3ccccc3)c(=O)[nH]c2=O)c(C)o1 | 18 | . | -1% | -2% | -15% | 19% |
| Cc1cc2nn(-c3ccc(Cl)cc3)nc2cc1N | 130 | -23% | -28% | 9% | -7% | -27% |
| Cc1ccc(NC(=S)N(CCN2CCCCC2)Cc2ccco2)cc1Cl | -8 | 0% | 8% | -11% | 4% | -32% |
| COc1ccc(C(=O)c2sc3nc(-c4ccc(C)cc4)cc(C(F)(F)F)c3c2N)cc1 | -18 | . | 8% | . | 6% | . |
| COc1ccc([C@H]2CC(=O)C=C(c3ccccc3-c3ccccc3)C2)cc1 | 16 | . | 1% | -2% | -1% | ? |
| Cc1ccc(N2C(=O)C(CC(=O)Nc3cccc(F)c3)N(CCc3ccncc3)C2=O)cc1 (configuration not stated) | -30 | 3% | 26% | 2% | -5% | 8% |
| Cc1ccccc1NS(=O)(=O)c1ccc2c(c1)oc(=O)n2C | 24 | 10% | -5% | 9% | -14% | 2% |
| CN(C)c1ccc(NC(=O)CN2CCN(S(=O)(=O)c3cc(Cl)ccc3Cl)CC2)cc1 | 4 | -3% | -8% | ? | 0% | -16%&-4% |
| O=C(c1ccccc1)c1ccc2c(c1)OCCCO2 | 107 | 7% | 14% | 14% | -1% | -4% |
| CCC(=O)c1cn(CC(=O)Nc2cc(C)ccc2C)c2ccccc12 | 8 | -1% | -55% | -2% | ? | 1% |
| CCCn1c(=O)c(C(=O)NCC2CCCO2)c(O)c2ccccc21 (configuration not stated) | 13 | 0% | 9% | 28% | -7% | ? |
| Cc1noc(C)c1C(=O)Nc1nc(-c2ccc(F)cc2)cs1 | -36 | . | 2% | 2%[11.6 µM] | -2% | 2% |
| COc1ccc(CC(NC(C)=O)C(=O)NC2CCN(S(=O)(=O)c3ccc(NC(C)=O)cc3)CC2)c(OC)c1 (configuration not stated) | 0 | 5% | -9% | 6% | -8% | 13% |
| COc1ccc(OCc2cc(C(=O)NCc3nc(C)cs3)no2)c(Cl)c1 | 52 | . | -35% | -12% | 2% | . |
| COc1ccc(CCNC(=O)CN2C(=O)NC3(CCOc4ccccc43)C2=O)cc1 (configuration not stated) | -14 | . | 7% | 6% | -22% | ? |
| Cc1ccc(N=Cc2c(O)n(-c3ccc4c(c3)OCO4)c(=O)c3ccccc23)cc1 | ? | 2% | -7% | 1% | -4% | ? |
| Cc1ccc(N)c(C(O)(C(F)(F)F)C(F)(F)F)c1 | 51 | -6% | -10% | 0% | -14% | 21% |
| O=C1CC(c2ccccc2Cl)=NN(c2ncnc3ccccc23)C1=O | 19 | ? | 3% | 14% | 1% | 12% |
| COC(=O)c1c(SCC(=O)Nc2ccc(C)cc2)nc(=O)[nH]c1C | -34 | 9% | 1% | 12% | -5% | 10% |
| CCSc1nc2c(cnn2-c2ccc(C)c(C)c2)c(=O)[nH]1 | -4 | -1% | 0% | 1% | 0% | 11% |
| N#Cc1nc(COc2ccccc2Cl)oc1NCCc1ccccc1 | 1 | . | -24% | . | -8% | . |
| CCCNC(=O)c1c(N)n(-c2cccc(OC)c2)c2nc3ccccc3nc12 | -33 | -7% | -29% | 148%[activator] | 3% | ? |
| CCn1c(C)nc2cc(C(=O)NN=Cc3ccc([N+](=O)[O-])cc3)ccc21 | 14 | . | . | 12%[11.6 µM] | . | 6% |
| CC(C)N(CCO)Cc1nc(C(c2ccccc2)c2ccccc2)no1 | 10 | -3% | 39%[activator] | -22% | 9% | 26% |
| Cc1cc(-c2nnc(SCC(=O)Nc3ccccc3C(F)(F)F)o2)c(C)n1-c1ccccc1 | ? | 0% | -12% | 11% | 2% | 9% |
